Luciferase inh – Firefly luciferase inhibition profiling of diverse chemical library using quantitative high-throughput screening | Luciferin 4-monooxygenase (Photinus pyralis), P08659 | purified P. pyralis luciferase, luminescence, biochemical | Potency, µM (top dose mostly 115 µM), without a hit: at the highest dose activity change, negative = inhibition, actives largely listed as inhibitors | 76,000 compounds, 2.5% hits; further: potency means the concentration at half of the fitted maximal effect; nearly all actives have a fitted effect of over 65% in size
Target sequence (P08659 whole entry, looked up): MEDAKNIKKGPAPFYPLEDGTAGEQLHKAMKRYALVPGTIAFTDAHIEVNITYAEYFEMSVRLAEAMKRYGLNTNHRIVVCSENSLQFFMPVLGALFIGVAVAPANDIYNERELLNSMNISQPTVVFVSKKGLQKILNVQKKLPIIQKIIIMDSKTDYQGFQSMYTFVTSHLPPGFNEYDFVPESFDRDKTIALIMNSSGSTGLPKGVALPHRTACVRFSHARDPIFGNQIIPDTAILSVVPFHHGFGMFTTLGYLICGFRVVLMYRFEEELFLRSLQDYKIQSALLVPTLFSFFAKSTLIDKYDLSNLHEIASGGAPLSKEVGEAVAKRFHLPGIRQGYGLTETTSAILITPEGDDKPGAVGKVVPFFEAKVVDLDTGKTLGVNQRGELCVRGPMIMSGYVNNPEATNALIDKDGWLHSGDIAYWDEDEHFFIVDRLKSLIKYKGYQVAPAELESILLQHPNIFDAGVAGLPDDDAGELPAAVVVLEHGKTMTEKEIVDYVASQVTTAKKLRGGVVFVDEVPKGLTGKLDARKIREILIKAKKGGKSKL
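Inhibitors were tested against purified firefly luciferase in a biochemical, low-substrate format (both substrates at 10uM) and luminescence measured with a CCD imager.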
IP6K1 inhibitor – Primary qHTS assay for small molecule inhibitors of Inositol hexaphosphate kinase 1 (IP6K1); 140,000 compounds, 0.81% hits; activity change, % (series mostly up to about 58 µM); AID 1645851, 2021; IP6K1 kinase, ADP-Glo luminescence, 2 h; active compounds read low; Inositol hexakisphosphate kinase 1 (Homo sapiens), Q92551; in the data active means activity change below about -25%
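ADP-Glo luminescence measures ADP made by human IP6K1 during a 2 h RT reaction with ATP/IP6 (mix at 1.3 mM/130 uM); top library doses 57.5 and 19.1 uM final.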
3T3 cytotox – Cytotoxic Profiling in NIH 3T3 Cell Line of Diverse Libraries Using Quantitative High-Throughput Screening | NIH 3T3 viability, CellTiter-Glo ATP luminescence, 48-72 h | Potency, µM (series often up to 96.7 µM), inactives show at the top dose activity change, negative = cytotoxicity, hits mostly inhibitors | 94,000 compounds, 4.3% hits | AID 1345082, 2018; further: potency means the concentration at half of the fitted maximal effect; nearly all actives have a fitted effect of over 55% in size
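Luminescent ATP readout (CellTiter-Glo, 10 min RT) after 48 or 72 hr compound exposure of NIH 3T3 cells seeded at 400 cells/well in 1536-well format; quantitative HTS.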
HEK293 tox – Cytotoxic Profiling in HEK 293 Cell Line of Diverse Libraries Using Quantitative High-Throughput Screening | 94,000 compounds, 6.6% hits | Potency, µM (top dose mostly 115 µM), inactives show at the highest dose activity change, negative = cytotoxicity, actives largely listed as inhibitors | HEK 293 viability, ATP luminescence (CellTiter-Glo), 48-72 h | AID 1345083, 2018; further: potency means the concentration at half of the fitted maximal effect; nearly all actives have a fitted effect of over 60% in size
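Luminescence from cellular ATP, measured with CellTiter-Glo, indicates HEK 293 viability. Cells plated at 250 cells/well are treated with compound for 48 or 72 hr at 37 degree Celsius before reagent addition.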
GPT2 inhibitor – Primary qHTS assay for inhibitors of Glutamate pyruvate transaminase 2 (GPT2); Alanine aminotransferase 2 (Homo sapiens), Q8TD30; Recombinant GPT2, coupled pyruvate oxidase/HRP Amplex Red fluorescence; Potency, µM (doses to about 57.7 µM), for the others: top-dose activity change, negative = inhibition, most hits filed as inhibitors; 100,000 compounds, 0.25% hits; AID 1671188, 2021; further: potency means the concentration at half of the fitted maximal effect; nearly all actives have a fitted effect of over 60% in size; many of its hits are not listed in these tables
Target sequence (Q8TD30 whole entry, looked up): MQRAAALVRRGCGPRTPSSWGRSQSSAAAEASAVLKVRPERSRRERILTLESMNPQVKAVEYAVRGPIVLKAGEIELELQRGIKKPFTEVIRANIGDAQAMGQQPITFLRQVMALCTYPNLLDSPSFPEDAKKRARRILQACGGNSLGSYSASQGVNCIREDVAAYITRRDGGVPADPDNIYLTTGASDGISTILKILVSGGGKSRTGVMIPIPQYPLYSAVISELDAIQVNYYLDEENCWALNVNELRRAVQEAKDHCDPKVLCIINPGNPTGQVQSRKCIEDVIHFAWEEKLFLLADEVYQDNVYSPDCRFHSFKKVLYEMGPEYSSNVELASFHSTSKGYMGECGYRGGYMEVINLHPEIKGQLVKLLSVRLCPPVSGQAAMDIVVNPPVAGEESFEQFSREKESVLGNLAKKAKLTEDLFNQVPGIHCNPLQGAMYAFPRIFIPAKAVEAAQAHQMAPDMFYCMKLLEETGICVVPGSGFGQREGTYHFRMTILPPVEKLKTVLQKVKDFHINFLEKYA
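Recombinant GPT2 (10ng/uL) with 250uM a-KG and 2mM L-alanine, 30 min at room temperature, in HEPES pH 7.5 buffer. Pyruvate detected by pyruvate oxidase/HRP/Amplex Red fluorescence after 30 min in the dark; AOA (50uM) as positive control.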
HEK293 viab – GF-AFC viability counterscreen for inhibitors of alpha-synuclein gene (SNCA) expression | Potency, µM (highest dose often 57.1 µM), inactives show at the top dose activity change, negative = cytotoxicity, most hits filed as cytotoxic | 150,000 compounds, 0.12% hits | HEK-293-SNCA-luc viability, GF-AFC fluorescence, 24 h | AID 1671193, 2021;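 further: potency means the concentration at half of the fitted maximal effect; 0% = DMSO-treated cells and -100% = medium-only wells without cells; nearly all actives have a fitted effect of over 30% in size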
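Cytotoxicity counterscreen: after 24 h compound treatment of genome-edited SNCA-luciferase HEK-293 cells, live-cell protease substrate GF-AFC read by fluorescence after 30 min; activity scaled between DMSO (0%) and medium-only (-100%), curves Hill-fitted.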
SNCA expr inhib – Primary qHTS assay for inhibitors of alpha-synuclein gene (SNCA) expression; HEK-293 SNCA-luciferase knock-in, luminescence, 24 h; Potency, µM (series often up to 57.2 µM), without a hit: at the top dose activity change, negative = inhibition, hits mostly inhibitors; 140,000 compounds, 0.17% hits;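 further: potency means the concentration at half of the fitted maximal effect; plate controls were DMSO cells for no effect and cell-free wells for full effect; nearly all actives have a fitted effect of over 45% in size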
Starred values were filed as active, the others as inactive; i = inactive; ? = inconclusive; · = no result given; & = joins results of further samples; [ ] = dose if it differs, or a comment. Unless noted, the call rests on the fitted dose curve; in most records, active means well fitted curve in the direction sought with a large enough effect; inconclusive means small, poorly fitted or top-dose-only effect, or another doubt; inactive means no such curve, though single readings can be large; an effect the other way counts as inactive or inconclusive. Unless noted, on the % scale 0 is the no-effect control and ±100 the full control effect. This is a subset (hit frequency here may not be typical).

| nr | SMILES | Luciferase inh | IP6K1 inhibitor | 3T3 cytotox | HEK293 tox | GPT2 inhibitor | HEK293 viab | SNCA expr inhib |
| --- | --- | --- | --- | --- | --- | --- | --- | --- |
| 1 | CCOCCCn1c(SCC(=O)Nc2cc(C)ccc2C)nc2c(oc3ccccc32)c1=O | · | -2 | · | · | · | 2% | 16% |
| 2 | CN1C[C@@H](NC(=O)Nc2ccccc2)C[C@H]1c1nc(-c2ccccc2)no1 | -22%[172 µM] | -25* | -34%[138 µM] | ? | i | 2%[87.6 µM] | 49%[activator][87.6 µM] |
| 3 | CN(C)C[C@@H]1CN(C2CCOCC2)C[C@H]1NC(=O)c1nccc2ccccc12 | 8% | 21 | -6% | -15% | 1% | 0% | -7% |
| 4 | N#Cc1ccc(S(=O)(=O)N2CC(n3cc(C(=O)N4CCOCC4)nn3)C2)cc1 | · | 16 | -15% | 2% | -9% | 18% | -7% |
| 5 | COc1cccc(CN2C(=O)OC3(CCN(Cc4cccc(C)c4)CC3)C2(C)c2cccnc2)c1 (stereo unspecified) | -13% | 12 | ? | ? | 4% | -2% | -8% |
| 6 | COCCN(C)C[C@@H]1CN(C(=O)c2csc(C(C)C)n2)C[C@@H]1CO | -2% | 3 | 2% | -6% | i | -3% | -13% |
| 7 | CN(C)[C@@H]1CCc2[nH]c3ccc(NC(=O)c4ccc(F)cc4)cc3c2C1 | · | 0 | · | · | 5% | -8% | · |
| 8 | COc1ccc(Nc2ccnc(N3CCCC(C(=O)NCC(F)(F)F)C3)n2)cc1 (stereo unspecified) | · | 2 | ? | ? | -13% | 9% | 3% |
| 9 | O=C(N[C@@H]1CN(C(=O)c2ccsc2)C[C@H]1CO)c1ccccc1 | · | 8 | -8% | 1% | i | 6% | -6% |
| 10 | CCCCNC(=O)CCc1c(C)nc2c(c(C)nn2-c2ccccc2)c1C | · | 0 | · | · | · | -1% | 25% |
| 11 | COc1ccc(C(=O)NCC(=O)N2CCN(c3ccccn3)CC2)c(C)c1 | -10% | 7 | -12% | -22% | i | -6% | -15% |
| 12 | COc1ccc(OC)c(S(=O)(=O)N[C@H]2CO[C@H]3[C@@H]2OC[C@H]3OC(=O)Nc2ccc(C(C)=O)cc2)c1 | 1% | 12 | i | 3% | -3% | -4% | 0% |
| 13 | C[S+](=O)([O-])N1Cc2ccccc2CC2(CCCN(CC3CCCCC3)C2)C1 (stereo unspecified) | · | -9 | i | -17% | i | 1% | -8% |
| 14 | COc1cccc(-c2ccc(C(=O)N3CCC(NC(=O)c4ccc(Cl)cc4)CC3)cc2)c1 | · | 4 | -30% | -5% | i | 6%[12.5 µM] | -18% |
| 15 | CC1(C)C(=O)N(Cc2ccc(O)cc2)[C@H]2CN(CC3CCOC3)C[C@H]2[S+]1(=O)[O-] (stereo partly specified) | -6%[172 µM] | 6 | ? | -3%[172 µM] | 2%[88.5 µM] | -5%[87.6 µM] | 9%[87.6 µM] |
| 16 | CC(C)(C)CC(C)(C)c1ccc(OCC(=O)Nc2ccc(S(=O)(=O)Nc3ncccn3)cc2)cc1 | · | -4 | · | · | · | -3% | -23% |
| 17 | Cc1ccc(C(=O)N2CCc3sc(C(=O)NC(C)c4ccccc4)cc3C2)cc1 (stereo unspecified) | 7% | -2 | ? | ? | i | -5% | -20% |
| 18 | O=C(CCC1CCN(Cc2ncc[nH]2)CC1)NC1CCN(Cc2ccccc2)C1 (stereo unspecified) | 4% | -2 | 0% | i | i[11.5 µM] | -6% | 13% |
| 19 | CC1=NS(=O)(=O)N(Cc2ccccc2)C=C1C(=O)OCc1nc(-c2ccccc2C)no1 | -15% | 0 | ? | ? | i | 13% | 3% |
| 20 | CCn1c(C2CCN(S(=O)(=O)c3ccc(OC)cc3)CC2)nn(C)c1=O | 5% | -19 | -21% | -7% | i | -1% | -1% |
| 21 | COc1ccc(OCc2nc(-c3ccc(-n4cccc4)cc3)no2)cc1 | · | -2 | · | · | · | 16% | 27% |
| 22 | Cc1cccc(C(=O)Nc2ccc(OCc3cc(=O)n4c5c(sc4n3)CCCC5)cc2)c1 | · | -10 | · | · | · | 0% | 13% |
| 23 | c1cncc(C2=NOC3(CCN(Cc4cccc5ccccc45)CC3)C2)c1 | -2% | 11 | ? | ? | -2% | -20% | -1% |
| 24 | Cc1ccsc1CN1CC(Oc2cccc(C(=O)NCC3CC3)c2)C1 | -13% | -11 | -19% | -13% | i | -10% | -1% |
| 25 | O=C(CCC1N=C2c3ccccc3N=C(SCc3ccc(Cl)cc3)N2C1=O)NCc1cccs1 (stereo unspecified) | · | -2 | · | · | · | -3% | -21% |
| 26 | NC(=O)CSc1nc2c(oc3ccccc32)c(=O)n1-c1ccccc1F | · | -2 | · | · | · | -24% | 1% |
| 27 | COc1ccc(-c2nc(SCc3cc(=O)c4cc(C)ccc4[nH]3)n[nH]2)cc1 | · | 0 | · | · | · | ? | -12% |
| 28 | Cn1nc(CN2CCOCC2)c2c1CCN(S(=O)(=O)c1cccc(F)c1)C2 | · | 13 | -13% | -20% | i | 16% | 9% |
| 29 | Cn1c(Cn2cccn2)nnc1C1CC(NC(=O)c2ccc(F)cc2)C1 (stereo unspecified) | -6% | 4 | -10% | i | -23% | -3% | -3% |
| 30 | COC(=O)CN1C(=O)[C@@H]2C[C@@H](O)CN2C2(CN(Cc3ccncc3)C2)C1=O | 4%[172 µM] | -13 | -2%[174 µM] | -4%[172 µM] | -10%[88.5 µM] | -4%[87.6 µM] | -1%[87.6 µM] |
| 31 | CC(C)CCN1C(=O)CC[C@]2(C(=O)N(C)CCc3ccccn3)CCCC[C@@H]12 | -3% | -5 | -22% | -11% | 2% | -4% | -12% |
| 32 | COc1ccc(CCNC(=O)CCCn2c(=O)c3cccn3c3cccnc32)cc1OC | · | 25 | · | · | · | -8% | 10% |
| 33 | O=C(CCC[C@@H]1[C@H]2CCCN3CCC[C@@H](CN1C(=O)c1cc(F)ccc1F)[C@@H]23)N1CCOCC1 | -3% | 7 | 3% | -5% | -2% | 0% | -26% |
| 34 | O=C(Nc1nnc(S(=O)(=O)N2CCOCC2)s1)c1ccc(F)cc1 | · | 5 | · | · | · | 3% | 38%[activator] |
| 35 | CCOC(=O)c1nccn1Cc1nc(-c2ccccc2OCC)oc1C | 0% | -8 | ? | ? | i | 1% | -9% |
| 36 | Cc1ccc(CCNC(=O)c2cc(-c3ccc(Cl)cc3)n[nH]2)cc1 | · | 0 | · | · | · | -8% | 31%[activator] |
| 37 | COc1ccc(NC(=O)c2cn(CC(C)C)c(=O)c3cc(OC)c(OC)cc23)cc1Cl | · | 4 | · | · | · | -11% | -17% |
| 38 | Cc1ccc(NC(=O)Cn2c(=O)n(Cc3nc(-c4ccccc4)no3)c(=O)c3ccccc32)cc1C | · | -14 | · | · | · | -2% | ? |
| 39 | CCCOc1ccc(CNC(=O)C(C)C2CCOCC2)cc1 (stereo unspecified) | 0% | 31 | -5% | -6% | i | 3%[12.5 µM] | -8% |
| 40 | CN1CC(=O)N(c2ccccc2)Cc2c(NC3CC3)ncnc21 | · | 15 | -12% | -7% | i | 1% | 5% |
| 41 | COc1ccc(C2=NOC3(CCCN(C(=O)c4ccccc4)C3)C2)cc1 (stereo unspecified) | · | -6 | -12% | -21% | i | -25% | -2% |
| 42 | CC(=O)N1c2ccccc2CC1C(=O)N1CCN(c2cccc(Cl)c2)CC1 (stereo unspecified) | · | 15 | · | · | · | 2% | 7% |
| 43 | O=C(NCCOc1ccccc1)C1CN(c2ccc(F)cc2)C(=O)N1 (stereo unspecified) | -12%[172 µM] | 8 | -14%[138 µM] | -7%[172 µM] | -13%[88.5 µM] | 2%[87.6 µM] | 4%[87.6 µM] |
| 44 | OCC1CN(c2ccncn2)CC12CCN(Cc1cccc(F)c1F)CC2 (stereo unspecified) | -4% | 15 | -42% | ? | -8% | 0%[12.5 µM] | 21% |
| 45 | O=C(NC[C@H]1Cn2ccnc2CO1)NC1CCCCC1 | 1%[230 µM] | 3 | 2%[230 µM] | i | 1%[88.5 µM] | 3%[87.6 µM] | -20%[87.6 µM] |
| 46 | COC(=O)CCC(=O)N[C@H]1CO[C@H]2[C@@H]1OC[C@H]2OCc1ccccc1 | -1%[172 µM] | 11 | 5%[174 µM] | -4%[172 µM] | i | -6%[87.6 µM] | -22%[87.6 µM] |
| 47 | COc1ccccc1Nc1nn2c(=O)c3ccc(C(=O)NC(C)c4ccccc4)cc3nc2s1 (stereo unspecified) | · | -5 | · | · | · | -4% | -12% |
| 48 | CCC1=C(C(=O)OC)C(c2ccccc2Cl)N2C(CC(=O)NCc3ccco3)=CSC2=N1 (stereo unspecified) | 4% | 19 | -26% | ? | 4% | ? | 2% |
| 49 | CCCn1c2ccccc2c2cnn(CC(=O)N3CCC(C(=O)OCC)CC3)c(=O)c21 | · | 2 | · | · | · | 2% | 1% |
| 50 | Cc1ccc(-c2cc(C3CCN(C(=O)c4ccncc4)CC3)[nH]n2)cc1 | 0% | 3 | ? | ? | i | -7% | 11% |
| 51 | O=C(CCC1CCCC1)N1CCC(N2C(=O)[C@H]3CN(Cc4ccccc4)C[C@H]3C2=O)CC1 | · | 20 | ? | ? | 5% | 5% | -19% |
| 52 | O=C(c1ccc(F)cc1)N1CCCC(c2nn(-c3ccc(F)cc3)c(=O)[nH]2)C1 (stereo unspecified) | -10% | 14 | ? | ? | -3% | 1% | -8% |
| 53 | CCOc1ccc(-c2ccc(Cn3c(CC(C)(C)C(=O)O)c(SC(C)(C)C)c4cc(OCc5ccc(C)cn5)ccc43)cc2)cn1 | · | -4&-15 | · | · | 5% | 5%&-11% | · |
| 54 | CCOc1ccc(CCNCc2c(C(=O)O)c(C)n(Cc3ccccc3F)c2C)cc1 | · | -9 | · | · | · | -7% | -18% |
| 55 | COc1ccc(OC)c(CNC(=O)CCCn2ccc3cc(S(=O)(=O)N4CCCC4)ccc32)c1 | · | 29 | · | · | · | -13% | ? |
| 56 | CCOc1ccc(CN(C)C2CCOc3ccccc32)cc1 (stereo unspecified) | -8%[172 µM] | 1 | -32%[138 µM] | ? | ? | 4%[87.6 µM] | 15%[87.6 µM] |
| 57 | Cc1oc2ncn(CC(C)C)c(=O)c2c1C(=O)NCCCN1CCCCC1 | · | 8 | · | · | · | -3% | 3% |
| 58 | CC(=O)N1CCC(N2CC3(C2)C(=O)N(Cc2ccccc2Cl)C(=O)[C@@H]2C[C@@H](O)CN23)CC1 | 6% | 12 | -21% | -7% | -8% | 1% | 1% |
